TRPV1 ag – activates the human vanilloid receptor TRPV1; Q8NER1; activation, % at 8.33 µM; AID 540275; 320,000 tested, 0.19% active; TRPV1-expressing cells, Fluo-8 calcium influx, agonist mode; in the data active = activation above about 80%; inconclusive = between about 30% and that limit; note: 0% is about no effect
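TRPV1-expressing cells were cultured overnight at 35.5C and loaded with Fluo-8 calcium dye for 40 to 90 min at room temperature. After a 10 s baseline, compound was added and calcium influx was read kinetically for 3 min (ex 480/em 520 nm).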
KCNH2 3.1 block – blocks the human KCNH2 3.1 channel isoform | U2OS KCNH2 3.1, thallium flux FluxOr; hits give low values | activity change, % (tested at about 1.8 µM) | 340,000 tested, 0.95% active;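 active = maximum activity change below -70%; inconclusive = maximum activity change from -70% to -50%; inactive = maximum activity change above -50%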;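 note: thallium influx rate constant from kinetic fluorescence after stimulation buffer; % is set by controls: 0 for no effect and ±100 for the full control effect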
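Thallium flux read-out: FluxOr dye with Red40 quencher in HBSS/HEPES, 45 min at RT. Rate constants from kinetic reads were normalized to positive and negative DMSO controls. Cells: U2OS virally expressing the 3.1 isoform.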
hERG WT inh – inhibitors of human wildtype KCNH2 potassium channel. Q12809. 340,000 tested, 0.37% active. U2OS, BacMam KCNH2, thallium flux FluxOr; hits give low values. activity change, % at 1.84 µM;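 active = maximum activity change below -70%; inconclusive = maximum activity change between -70% and -50%; inactive = maximum activity change above -50%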; note: % is set by controls: 0 for no effect and ±100 for the full control effect
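U2OS cells transduced with wild-type KCNH2 virus are loaded with FluxOr dye for 45 min, and thallium flux is measured in kinetic reads before and after stimulation buffer. Rate constants are normalized to DMSO controls.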
Giardia kill – kills Giardia lamblia; Giardia lamblia trophozoite viability; activity change, % at 7.66 µM, hits read low; 340,000 tested, 0.15% active; AID 540267; in the data active = activity change below about -80%; inconclusive = between about -30% and that limit;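 note: parasites exposed to compound for two days anaerobically before the ATP read; % is set by controls: 0 for no effect and ±100 for the full control effect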
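Giardia lamblia trophozoites (100 cells/well) were incubated with compounds for 48 h at 37 deg C under anaerobic conditions. Viability was read as ATP content by one-step luminescence after 15-30 min at room temperature.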
PKM2 activator – PKM2 (human) enzyme activation. AID 1631. purified PKM2, Kinase-Glo ATP luminescence, activation; response scale: 0% is enzyme alone, no compound. 260,000 tested, 0.34% active. Potency, µM (top dose mostly 57.5 µM), for the others: at the top dose activation, most hits filed as activators; note: potency is the fitted concentration of half-maximal effect; % is set by controls: 0 for no effect and ±100 for the full control effect; nearly all actives have a fitted effect of over 55% in size
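hPK-M2, >95% pure; 0.1 mM ADP / 0.5 mM PEP final; imidazole pH7.2 buffer w/ 7 mM MgCl2, 50 mM KCl; 1 h RT; Kinase-Glo lum. Intermediate enzyme activity for dual inhibitor/activator qHTS.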
B2AR arrestin – agonists driving beta-arrestin recruitment to human beta2-adrenergic receptor. Potency, µM (series often up to 46.1 µM), inactives show top-dose activation, usual class: activators. 330,000 tested, 0.02% active. P07550. beta-arrestin recruitment to beta2AR, cell-based reporter. AID 492947;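 note: potency is the fitted concentration of half-maximal effect; 0% = DMSO controls and full agonism = EC100 isoproterenol or metaproterenol; nearly all actives have a fitted effect of over 65% in size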
Target sequence (P07550 whole entry, looked up): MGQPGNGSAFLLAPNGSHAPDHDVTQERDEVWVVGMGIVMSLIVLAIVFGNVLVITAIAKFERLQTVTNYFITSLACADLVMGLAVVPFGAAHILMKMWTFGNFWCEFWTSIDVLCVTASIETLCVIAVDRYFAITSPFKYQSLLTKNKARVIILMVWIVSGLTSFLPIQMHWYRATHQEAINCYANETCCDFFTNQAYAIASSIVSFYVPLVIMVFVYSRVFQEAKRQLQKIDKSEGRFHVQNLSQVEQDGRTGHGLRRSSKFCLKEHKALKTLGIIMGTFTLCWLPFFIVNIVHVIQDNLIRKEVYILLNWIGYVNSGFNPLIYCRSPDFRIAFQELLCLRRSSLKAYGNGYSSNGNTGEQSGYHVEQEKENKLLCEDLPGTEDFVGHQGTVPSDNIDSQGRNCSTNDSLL
USP2a block – USP2a (human) protease inhibition; USP2 core, Ub-CHOP2 coupled fluorogenic reporter, 485/531; Potency, µM (doses to about 38.3 µM), without a hit: at the top dose activity change, negative = inhibition, usual class: inhibitors; 330,000 tested, 0.01% active;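 note: potency is the fitted concentration of half-maximal effect; plate controls were DMSO wells for no effect and full inhibition by NEM control for full effect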
Target sequence (O75604 whole entry, looked up): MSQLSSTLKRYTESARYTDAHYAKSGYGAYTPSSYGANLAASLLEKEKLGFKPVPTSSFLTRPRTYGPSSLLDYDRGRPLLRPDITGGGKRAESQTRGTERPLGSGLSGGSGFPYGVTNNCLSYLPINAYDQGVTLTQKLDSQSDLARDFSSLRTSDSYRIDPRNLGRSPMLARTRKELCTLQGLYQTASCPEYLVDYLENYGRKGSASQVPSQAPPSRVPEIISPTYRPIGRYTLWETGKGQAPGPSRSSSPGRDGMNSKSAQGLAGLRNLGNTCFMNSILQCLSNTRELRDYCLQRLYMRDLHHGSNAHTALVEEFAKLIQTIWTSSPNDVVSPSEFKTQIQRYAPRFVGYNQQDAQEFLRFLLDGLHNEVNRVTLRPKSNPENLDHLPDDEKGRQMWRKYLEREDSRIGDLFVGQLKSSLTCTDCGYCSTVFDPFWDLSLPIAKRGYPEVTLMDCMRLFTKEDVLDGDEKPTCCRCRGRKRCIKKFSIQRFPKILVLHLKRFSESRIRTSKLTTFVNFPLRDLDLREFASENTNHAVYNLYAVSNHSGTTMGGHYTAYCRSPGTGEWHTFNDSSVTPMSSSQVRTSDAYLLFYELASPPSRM
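Deubiquitinase activity read as fluorescence (485/531 nm) after Ub-CHOP2 cleavage activates the enterokinase reporter on its substrate; USP2 core 10nM, Ub-CHOP2 and substrate 25nM each, 30min compound preincubation then 60min RT; data normalized to NEM, curves fitted.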
Menin MLL FP TR – displaces Texas Red mutant MLL peptide from human menin | Menin + Texas Red MLL mutant peptide, fluorescence polarization | Potency, µM (doses to about 61.6 µM), without a hit: at the highest dose FP activity change, negative = inhibition, usual class: inhibitors | 270,000 tested, 0.23% active; active = well fitted inhibition curve with a large enough effect in the polarisation, with a control signal flat, not every such curve was filed as active; inconclusive = small, poorly fitted or top-dose-only effect, or effect the other way, or a change in a side signal; inactive = no such curve, though single readings can be large or run the other way; the % refers to the polarisation; note: potency is the fitted concentration of half-maximal effect; % of control where 0% means no effect; many of its hits are not listed in these tables
FBPA coupling cs – inhibits coupling enzyme system, counter-screen for aldolase hits; coupling enzyme system counterscreen, AmpLite Red fluorescence; activity change, negative = inhibition, % at 58.2 µM, hits read low; 290,000 tested, 0.67% active; in the data active = activity change below about -30%; note: % is set by controls: 0 for no effect and ±100 for the full control effect
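Counterscreen lacking aldolase: glyceraldehyde-3-phosphate coupling-enzyme reagent preincubated 10 min at RT with compound (at 57.5 uM final), then substrate/coupling system with AmpLite Red added; fluorescence read at 525/598 nm after 20 min RT.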
GALK inh – galactokinase (human) inhibition | Purified GALK, Kinase-Glo residual ATP luminescence | Potency, µM (highest dose often 57.5 µM), for the others: at the highest dose activity change, negative = inhibition, usual class: inhibitors | 270,000 tested, 0.007% active | AID 1868; note: potency is the fitted concentration of half-maximal effect; % is set by controls: 0 for no effect and ±100 for the full control effect
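Human GALK (5 nM) with 35 uM ATP and 100 uM galactose in 20 mM HEPES pH 8.0, 5 mM MgCl2, 60 mM NaCl, 1 mM DTT, 0.01% BSA. After 1 h at room temperature, leftover ATP was read by Kinase-Glo Plus luminescence.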
CXXC DNA block – MLL CXXC-DNA interaction inhibition | MLL-CXXC / FITC-HOXA9 DNA fluorescence polarization | Potency, µM (top dose mostly 115 µM), for the others: at the highest dose activity change, negative = inhibition, usual class: inhibitors | 290,000 tested, 0.037% active | AID 2662; active = well fitted inhibition curve with a large enough effect in the polarisation, with a control signal flat, not every such curve was filed as active; inconclusive = small, poorly fitted or top-dose-only effect, or effect the other way, or a change in a side signal; inactive = no such curve, though single readings can be large or run the other way; the % refers to the polarisation; note: potency is the fitted concentration of half-maximal effect
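Purified MLL-CXXC (added from a 7 uM solution) was preincubated 5 min at ambient with pinned compounds in 50 mM Tris-HCl pH 7.5, 50 mM NaCl, 1 mM DTT, 0.05% BSA. Fluorescein-labeled HOX-A9 DNA (50 nM solution) followed, 30 min, then polarization read.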
An asterisk follows results filed as active; & = joins results of further samples. Unless noted, calls come from the whole dose curve; as a rule, active = well fitted curve in the direction sought with a large enough effect; inconclusive = small, poorly fitted or top-dose-only effect, or another doubt; inactive = no such curve, though single readings can be large; an effect the other way counts as inactive or inconclusive.

How did CCN(CC)CCN(Cc1cc2cc3c(cc2[nH]c1=O)OCCO3)C(=O)NC1CCCCC1 do in these assays?
TRPV1 ag: 3; KCNH2 3.1 block: -1; hERG WT inh: -7; Giardia kill: 3; PKM2 activator: -7%; B2AR arrestin: 0.3%; USP2a block: 2%; Menin MLL FP TR: 0%; FBPA coupling cs: -1; GALK inh: 0%; CXXC DNA block: 9%

Results for Cn1nnnc1Sc1ncnc2scc(-c3ccc(F)cc3)c12 ?
TRPV1 ag: 8; KCNH2 3.1 block: 1; hERG WT inh: 1; Giardia kill: -8&5; PKM2 activator: -1%; B2AR arrestin: -0.4%; USP2a block: 6%; Menin MLL FP TR: inconclusive; FBPA coupling cs: -2; GALK inh: 3%; CXXC DNA block: -7%

What do the screens show for `O=C(CN1C(=O)NC(Cc2ccccc2)C1=O)Nc1ccc(F)cc1` (stereo not given)?
TRPV1 ag: 1; KCNH2 3.1 block: 10; hERG WT inh: -1; Giardia kill: -6; PKM2 activator: -17%; B2AR arrestin: 0.0%; USP2a block: -2%; Menin MLL FP TR: 6%; FBPA coupling cs: -1; GALK inh: 3%; CXXC DNA block: 23%

Results for CC1CCc2c(sc(NC(=O)CCc3nc4ccccc4c(=O)[nH]3)c2C#N)C1 (stereo not given) ?
TRPV1 ag: -3; KCNH2 3.1 block: -3; hERG WT inh: -18; Giardia kill: -11; B2AR arrestin: 0.0%; USP2a block: -1%

Results for CC(C)(O)C#Cc1ccc(C(=O)NCCc2ccc(S(N)(=O)=O)cc2)cc1 ?
TRPV1 ag: -5; KCNH2 3.1 block: -4; hERG WT inh: inactive; Giardia kill: -11; PKM2 activator: -14%; B2AR arrestin: -0.7%; USP2a block: 1%; Menin MLL FP TR: -1%; FBPA coupling cs: -2; GALK inh: 5%; CXXC DNA block: -6%

Results for Cc1ccccc1NC(=O)C1CCCN(C(=O)Nc2ccc(F)cc2)C1 (stereo not given) ?
TRPV1 ag: 0; KCNH2 3.1 block: 0; hERG WT inh: -4; Giardia kill: 18; PKM2 activator: -1%; B2AR arrestin: -0.4%; USP2a block: 2%; Menin MLL FP TR: 5%; FBPA coupling cs: 0; GALK inh: 5%; CXXC DNA block: 4%

What do the screens show for `COc1ccc(/C=C/C(=O)OCC(=O)NC2CCCC(C)C2C)cc1` (stereo not given)?
KCNH2 3.1 block: 22; hERG WT inh: -3; Giardia kill: -11; B2AR arrestin: -0.6%; USP2a block: 3%

Results for COCCOc1ccc(C(F)(F)F)cc1NC(=O)COC(=O)Cc1c[nH]c2ccccc12 ?
TRPV1 ag: 7; KCNH2 3.1 block: -8; hERG WT inh: -5; Giardia kill: -12; B2AR arrestin: 0.1%; USP2a block: -2%

How did COc1cc2[nH]c(=S)n(CCN3CCOCC3)c(=O)c2cc1OC do in these assays?
TRPV1 ag: 0; KCNH2 3.1 block: -16; hERG WT inh: -8; Giardia kill: -8; PKM2 activator: -2%; B2AR arrestin: 0.4%; USP2a block: 0%; Menin MLL FP TR: -17%; FBPA coupling cs: 0; GALK inh: 0%; CXXC DNA block: 1%

How did N#C/C(=C\c1ccc(OCc2ccc(F)cc2)cc1)C(=O)Nc1cccc(C(=O)O)c1 do in these assays?
TRPV1 ag: 0; KCNH2 3.1 block: 2; hERG WT inh: 7; Giardia kill: 8; PKM2 activator: 4%; B2AR arrestin: 0.3%; USP2a block: 0%; FBPA coupling cs: 3; GALK inh: -3%; CXXC DNA block: -26%

Results for CC1CCC(NC(=O)CCS(=O)(=O)c2ccc3c(c2)CC(C)N3C(=O)C2CC2)CC1 (stereo not given) ?
TRPV1 ag: -3; KCNH2 3.1 block: 17; hERG WT inh: 7; Giardia kill: 20; PKM2 activator: 0%; B2AR arrestin: -1.0%; USP2a block: 1%; Menin MLL FP TR: -1%; FBPA coupling cs: -1; GALK inh: -2%; CXXC DNA block: -2%

What do the screens show for `Cc1nnc(SCCn2c(N3CCN(C)CC3)nc3c2c(=O)[nH]c(=O)n3C)s1`?
TRPV1 ag: 2; KCNH2 3.1 block: -9; hERG WT inh: 4; Giardia kill: 0; PKM2 activator: -5%; B2AR arrestin: 0.8%; USP2a block: 3%; Menin MLL FP TR: 3%; FBPA coupling cs: -1; GALK inh: 2%; CXXC DNA block: -3%

What do the screens show for `O=C(Cn1cnc(S(=O)(=O)N2CCCC2)c1)Nc1ccc(OC(F)(F)F)cc1`?
TRPV1 ag: 1; KCNH2 3.1 block: 6; hERG WT inh: -7; Giardia kill: 3; B2AR arrestin: -0.1%; USP2a block: 1%; GALK inh: -1%; CXXC DNA block: 17%

Results for CCOc1ccc(NC(=O)N(CCCN2CCOCC2)Cc2cccnc2)cc1 ?
TRPV1 ag: 1; KCNH2 3.1 block: -1; hERG WT inh: -3; Giardia kill: 1; PKM2 activator: -2%; B2AR arrestin: 0.8%; USP2a block: inconclusive; Menin MLL FP TR: -16%; FBPA coupling cs: 1; GALK inh: 1%; CXXC DNA block: -13%

Results for CCCn1c(SCC(=O)Nc2ccc(C(=O)Nc3ccccc3OC)cc2)n[nH]c1=O ?
TRPV1 ag: -2; KCNH2 3.1 block: 23; hERG WT inh: 1; Giardia kill: -17; PKM2 activator: 3%; B2AR arrestin: 0.0%; USP2a block: 2%; Menin MLL FP TR: 7%; FBPA coupling cs: -1; GALK inh: 8%; CXXC DNA block: 27%

Results for O=C(CCCOC(=O)c1ccc(O)cc1O)c1ccccc1 ?
TRPV1 ag: -5; KCNH2 3.1 block: 3; hERG WT inh: -2; Giardia kill: -16; B2AR arrestin: 0.1%; USP2a block: 1%

Results for CCc1cccc(C)c1NC(=S)N(CCN(C)C)C(C)c1cccnc1 (stereo not given) ?
TRPV1 ag: 0; KCNH2 3.1 block: 4; hERG WT inh: -2; Giardia kill: -9; PKM2 activator: -1%; B2AR arrestin: -0.1%; USP2a block: 1%; Menin MLL FP TR: -16%; FBPA coupling cs: 0; GALK inh: 1%; CXXC DNA block: 2%

How did COc1cccc(-c2ncc3ccccc3c2COC(=O)c2cccs2)c1 do in these assays?
TRPV1 ag: 10; KCNH2 3.1 block: 9; hERG WT inh: 7; Giardia kill: 0; B2AR arrestin: 0.2%; USP2a block: 0%

Results for Cc1ccc(NCC(O)C(O)C(O)CO)cc1C (stereo not given) ?
TRPV1 ag: 0; KCNH2 3.1 block: -24; hERG WT inh: -21; Giardia kill: 20; PKM2 activator: 4%; B2AR arrestin: -0.7%; USP2a block: -1%; Menin MLL FP TR: 5%; FBPA coupling cs: -13; GALK inh: 0%; CXXC DNA block: 2%

How did Cc1ccc(S(=O)(=O)N(C)C)cc1NC(=O)C1CCC1 do in these assays?
TRPV1 ag: 1; KCNH2 3.1 block: -2; hERG WT inh: 1; Giardia kill: 11; PKM2 activator: -2%; B2AR arrestin: -0.6%; USP2a block: -1%; FBPA coupling cs: 0; CXXC DNA block: 11%

Results for COc1ccc(Oc2nccc(-c3ccccc3)c2C#N)cc1 ?
TRPV1 ag: 29; KCNH2 3.1 block: -13; hERG WT inh: -5; Giardia kill: -10; PKM2 activator: 3%; B2AR arrestin: 0.4%; USP2a block: 1%; Menin MLL FP TR: inconclusive; FBPA coupling cs: 1; GALK inh: -1%; CXXC DNA block: 9%

What do the screens show for `Cc1cc(C)cc(NC(=O)COC(=O)CCCC2=NS(=O)(=O)c3ccccc3N2)c1`?
TRPV1 ag: -4; KCNH2 3.1 block: 1; hERG WT inh: -110*; Giardia kill: -5; PKM2 activator: 1%; B2AR arrestin: -0.3%; USP2a block: 0%; Menin MLL FP TR: 19%; FBPA coupling cs: 0; GALK inh: -2%; CXXC DNA block: 0%

Results for CC(=O)OCCc1[nH]c2ccccc2c1C ?
TRPV1 ag: -2; KCNH2 3.1 block: -35; hERG WT inh: -6; Giardia kill: -13; PKM2 activator: 8%; B2AR arrestin: -0.1%; USP2a block: 0%; Menin MLL FP TR: -1%; FBPA coupling cs: 2; CXXC DNA block: 2%

Results for O=C(Nc1ccnn1C1CCN(CCCc2ccccc2)CC1)c1cccc(F)c1 ?
TRPV1 ag: 1; KCNH2 3.1 block: -104*; hERG WT inh: -89*; Giardia kill: 11; PKM2 activator: -19%; B2AR arrestin: -0.1%; USP2a block: 1%; GALK inh: -3%; CXXC DNA block: -1%

High-throughput results (PubChem)

A portion of the library; count on the stated rates, not on these rows.
